# Screening results (PubChem BioAssay)
# 14-3-3 PPI – modulators of human 14-3-3 gamma - Raf peptide interaction; P61981; AID 422; FP, 14-3-3gamma / TMR-pS259-Raf peptide binding; 160,000 compounds, 0.19% hits; inhibition, % at 40 µM; in the data active = inhibition above about 30%;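 note: 0% = protein plus tracer without compound and 100% = blank with tracer alone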
# Target sequence (P61981 whole entry, looked up): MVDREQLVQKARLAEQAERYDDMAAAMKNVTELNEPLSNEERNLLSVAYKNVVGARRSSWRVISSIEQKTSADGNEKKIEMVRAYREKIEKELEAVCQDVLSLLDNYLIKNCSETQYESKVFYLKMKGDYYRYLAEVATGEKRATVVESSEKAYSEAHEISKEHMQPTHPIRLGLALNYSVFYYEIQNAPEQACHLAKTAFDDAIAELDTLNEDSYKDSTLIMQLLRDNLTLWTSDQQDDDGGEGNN
# The depositor's hits bear a star; & = joins results of further samples.
Structure	14-3-3 PPI
Cc1cc(Br)ccc1NS(=O)(=O)c1cccnc1	-9
O=C(COc1ncnc2sccc12)N1CCN(S(=O)(=O)c2ccc(Cl)cc2)CC1	-22
CCn1c(C(=O)N2CCC(C(=O)NCc3ccc4c(c3)OCO4)CC2)cc2sccc21	-7
Cc1ccc(N2C(=O)C3C(C2=O)C2(C)C=CC3(C)O2)c(C)c1 (centres undefined)	-3
O=c1c(Cl)c(N2CCc3ccccc3C2)cnn1-c1ccccc1	-2
CC(N)=NCCCC[C@@H](N)C(=O)O	2
Cc1nc2cc(NCc3nc4ccccc4n3C)ccc2n1C	-5
NC(N)=Nc1nc(CSCC/C(N)=N/S(N)(=O)=O)cs1	-2&-9
Cc1ccccc1C(=O)OCn1nnc2ccccc2c1=O	-3
COc1ccc(OC)c(NC(=O)c2sc3nc(-c4cccs4)ccc3c2N)c1	-135
CCN(CC)CCNc1nc2ccccc2n1C	1
Cc1cc(Nc2cc(F)ccc2C)n2nc(C)nc2n1	2
Clc1ccc2nc(CSc3nc4ccccc4s3)cn2c1	-14
CCc1ccc(Sc2cc(C(=O)NCCN3CCOCC3)c3ccccc3n2)cc1	3
Cc1ccc(C(=O)Nc2ccc3oc(-c4ccc(F)cc4)nc3c2)cc1[N+](=O)[O-]	-2
CC1CCCCN1c1nc(-c2ccc([N+](=O)[O-])cc2)nc2ccccc12 (centres undefined)	-4
CC(C)N1C(=S)SC(C)(C)C1NO (centres undefined)	-6
CCc1cc2c(CN3CCN(CCO)CC3)cc(=O)oc2cc1O	-10
Cc1ccc(SC/C(O)=C(\C#N)c2nc3ccccc3n2C)cc1	-16
Cc1cc(N)ccc1-n1c(C)ccc1C	11
Fc1ccc(-c2cc(C(F)(F)F)nc(-n3ccnc3)n2)cc1	5
CCNCCNC(=O)c1c(O)c2cc(F)cc3c2n(c1=O)C(C)CC3 (centres undefined)	-14
O=C(C1Cc2ccccc2CN1S(=O)(=O)c1ccc(F)cc1)N1CCOCC1 (centres undefined)	7
Cc1cc(C)c2cc(C#N)c(NCCCNC(=O)CCC(=O)O)nc2c1	3
COc1ccc2[nH]c(=O)c(CN(CC3CCCO3)C(=O)Nc3ccccc3OC)cc2c1 (centres undefined)	4
CCN1c2ccccc2NC2C1C(C(C)=O)C(=O)N2c1ccc(Cl)cc1 (centres undefined)	-25
O=C(CSc1nc2ccccc2s1)NCC12CC3CC(CC(C3)C1)C2	-6
O=[N+]([O-])c1cc(C(F)(F)F)ccc1NCCOc1cccc2ccccc12	-10
Cc1cccc(N(CC(=O)Nc2c(C)n(C)n(-c3ccccc3)c2=O)S(=O)(=O)c2ccccc2)c1C	-1
CCCCOC(=O)CN1C(=O)c2ccc(C(=O)OCCCC)cc2C1=O	2
C=CCn1c(=S)n(CC=C)c2ccccc21	-8
COc1ccc(NC2=C(Cl)C(=O)N(c3ccccc3Cl)C2=O)c(OC)c1	-17
COc1ccc(C(=O)CSc2nnc(-c3cnccn3)n2Cc2ccco2)cc1	-3
CCCc1cc(-n2ccnc2)n2c(nc3ccccc32)c1C#N	-71
Cc1nc2c(C(=O)NC3CC3)cnn2c(C)c1Cc1cccc(Br)c1	-8
O=C(OC(C(=O)NCc1cccs1)c1ccccc1Cl)c1ccco1 (centres undefined)	-4
COCCOCC(=O)N1c2ccccc2C(C)(c2ccc(Cl)cc2)CC1(C)C (centres undefined)	-4
CN(C(=O)CCn1c(=S)oc2ccccc21)c1ccc(F)cc1	-5
COc1cccc(N2CCN(C3CC(=O)N(c4ccc(C)c(Cl)c4)C3=O)CC2)c1 (centres undefined)	-4
Cc1ccc(C2CC(=O)Nc3sc(C(N)=O)c(N)c32)cc1 (centres undefined)	-8&-2
O=C1N(c2ccc(Cl)c(Cl)c2)CN(Cc2ccccc2)CN1n1cnnc1	3
Brc1cnc(N2CCCC2)nc1N1CCOCC1	-1
CSc1ccc(S(=O)(=O)N(CC(=O)NC(C)C)c2ccc(C)cc2)cc1	6
CCS(=O)(=O)Nc1ccc(C2=NN(S(=O)(=O)c3ccc(C)cc3)C(c3ccc(C)cc3)C2)cc1 (centres undefined)	-54
COc1ccc(NC(=O)CSc2nc3ccc(NC(=O)c4ccccc4F)cc3s2)cc1	-37
Cc1cc(C)n(C(=O)CN2C(=O)COc3ccccc32)n1	1
O=C(Nc1ccc(-c2cn3ccsc3n2)cc1)C1CCCC1	-12
Cc1ccc2c(C(=O)CN3CCCCC3)c(C)[nH]c2c1	-4
CCOc1ccccc1NC(=O)c1nn(-c2ccc(OC)cc2)c(=O)c2ccccc12	2
CCCCn1c(-c2ccc(N)cc2)nc2ccccc21	-15

# Fetched by compound from the entries so far, 2 records:
Structure	14-3-3 PPI
CCCCn1c(-c2ccc(N)cc2)nc2ccccc21	-15
COc1ccc(NC(=O)CSc2nc3ccc(NC(=O)c4ccccc4F)cc3s2)cc1	-37

# Going on with the list:
Structure	14-3-3 PPI
COc1ccc(S(=O)(=O)CCC(=O)NCc2ccc(C)cc2)cc1	-3
COc1cccc(Nc2ccc([N+](=O)[O-])c3nonc23)c1	-119
CN(C)c1ccc(Nc2nc(-c3ccc([N+](=O)[O-])cc3)nc3ccccc23)cc1	-7
CCOC(=O)c1ccc2[nH]cc(C(=O)OCC)c(=O)c2c1	2
CC1(c2ccc(Cl)cc2)CC(C)(C)N(C(=O)CSc2ncn[nH]2)c2ccccc21 (centres undefined)	6
COc1ccc(N2C(=O)CCC(C(=O)Nc3ccc(OC)c(Cl)c3)C2c2ccc(OC)c(OC)c2)cc1 (centres undefined)	-14
CSc1nnc2c(n1)OC(c1ccc(C)s1)Nc1ccccc1-2 (centres undefined)	-18
CCCCCCC(=O)N(O)C1CC(=O)N(c2ccccc2)C1=O (centres undefined)	-7
COC(=O)c1cccc(Oc2nc(N3CCOCC3)nc(N3CCOCC3)n2)c1	1
CC1CCCCN1c1cc(Nc2ccc(C(=O)O)cc2)c2c3c(onc13)-c1ccccc1C2=O (centres undefined)	-80
O=C(Nc1nnc(Cc2ccc(Cl)cc2)s1)C1c2ccccc2Oc2ccccc21	-23
N=c1nc(-c2ccccc2)ccn1O	1&-9
COc1ccc(-n2c(SCC(=O)N3CCN(c4ccccc4)CC3)nc3c(c2=O)SCC3)cc1	-7
O=C(Nc1ccc(F)cc1)C1CCN(S(=O)(=O)c2ccc(Br)s2)CC1	-20
Cc1cccn2c(=O)c3cc(C(=O)N4CCN(c5cccc(Cl)c5)CC4)sc3nc12	-7
O=C(NCCN1CCOCC1)C1CC(=O)N(c2ccc(F)c(Cl)c2)C1 (centres undefined)	2
CCOc1ccc(S(=O)(=O)N2CCSC2c2ccccc2OC)cc1 (centres undefined)	-10
Nc1ccc(Cl)c(-c2nc3ccccc3[nH]2)c1	-24
C=CCOC(=O)C1=C(C)N=C2SCCC(=O)N2C1c1ccc(OC(C)=O)cc1 (centres undefined)	8
CCOc1ccc(N2Cc3ccccc3C2)cc1	-14
Cc1ccc(C(c2nnnn2C(C)(C)C)N2CCN(C3CCCC3)CC2)cc1 (centres undefined)	2
C=CCn1cnc2c(NCc3ccccc3)ncnc21	0
Cc1ccc(C(=O)N2CCN(c3ncccn3)CC2)o1	-4
CCOCN(C(=O)Cn1c(CC)nc2ccccc21)c1c(C)cccc1CC	16
Nc1ncc2c(n1)CC(c1ccco1)CC2=O (centres undefined)	-11

# Sorted by number of heavy atoms (highest first): 3 of the compounds above.
Structure	14-3-3 PPI
COc1ccc(N2C(=O)CCC(C(=O)Nc3ccc(OC)c(Cl)c3)C2c2ccc(OC)c(OC)c2)cc1 (centres undefined)	-14
CCOc1ccc(S(=O)(=O)N2CCSC2c2ccccc2OC)cc1 (centres undefined)	-10
CSc1nnc2c(n1)OC(c1ccc(C)s1)Nc1ccccc1-2 (centres undefined)	-18

# 4 of the entries above in order of the 14-3-3 PPI value, smallest number first.
structure	14-3-3 PPI
CC1CCCCN1c1cc(Nc2ccc(C(=O)O)cc2)c2c3c(onc13)-c1ccccc1C2=O (centres undefined)	-80
Nc1ccc(Cl)c(-c2nc3ccccc3[nH]2)c1	-24
CCOc1ccc(S(=O)(=O)N2CCSC2c2ccccc2OC)cc1 (centres undefined)	-10
Cc1ccc(C(=O)N2CCN(c3ncccn3)CC2)o1	-4

# (listing goes on)
Structure	14-3-3 PPI
Cc1nc2cc(-c3ccccc3)ccc2o1	-7
CN(CCNS(=O)(=O)c1cccc2cccnc12)Cc1ccccc1	-1
O=c1c2ccccc2[nH]c(=S)n1-c1cccc2ccccc12	-9
CCOC(=O)C1=CN(c2ccc(C)cc2)C=C(C(=O)OCC)C1c1ccc2c(c1)OCO2	1
CC(=O)C1=C(O)C(=O)N(CCN2CCOCC2)C1c1ccc(C(C)C)cc1 (centres undefined)	-8
CCOC(=O)c1ccc(N2C(=S)NC3CC2(C)Oc2c(OCC)cccc23)cc1 (centres undefined)	2
COc1ccc(OC)c(NC(=O)CCN2CCN(c3ccccc3F)CC2)c1	1
COc1ccc(CCNC(=O)CCSc2nc(-c3ccco3)cc(C(F)(F)F)n2)cc1	-3
O=C(Nc1ccccc1-c1nc2ccccc2s1)c1cccc2ccccc12	-1
COc1cccc(-n2nc(C(=O)N3CCCC3)c3ccccc3c2=O)c1	6
Cc1ccc(S(=O)(=O)C2(C(=O)Nc3ccc(F)cc3)CC2)cc1	4
CCOC(=O)C1C(=O)C=C(c2cccs2)CC1c1cccc(OC)c1 (centres undefined)	-10
Cc1cc2c(cc1C)NC(CC(=O)Nc1ccccc1OC(F)F)C(=O)N2 (centres undefined)	1
Cc1cc(C)c(NC(=O)Cc2ccccc2[N+](=O)[O-])c(C)c1	-2
COC(=O)Cc1cc(=O)[nH]c(/N=C(\N)Nc2ccc(C)cc2C)n1	-2
O=C(O)CC1CCCc2ccccc2C1O (centres undefined)	-4
Cc1c(C)c2c(C)nn(-c3ccccc3)c2[nH]c1=O	-1
Cc1cccc(Cn2c(=S)[nH]c3c2c(=O)[nH]c(=O)n3C)c1	-8
CSC1=Nc2sc3c(c2C2=NCCN12)CCCC3	-7
CCOC(=O)c1c(C)oc2ccc(N(C(=O)c3ccc([N+](=O)[O-])cc3)S(=O)(=O)c3ccccc3)cc12	-9
Cc1cccn2cc(-c3cc4ccccc4oc3=O)nc12	-11
CC1=C(C(=O)Nc2cccc(C(F)(F)F)c2)C(c2cccs2)C2=C(CCCC2=O)N1 (centres undefined)	-19
CCc1ccccc1NC(=O)c1noc2c1CCc1cc(OC)ccc1-2	7
CSc1ccccc1NC(=O)c1ccc(N2CC3CC(C2)c2cccc(=O)n2C3)c(NC(=O)c2ccncc2)c1 (centres undefined)	-3
CC(=O)NC(Cc1ccc(C(C)C)cc1)C(=O)NC1CCN(c2nc(C)cc(C)n2)CC1 (centres undefined)	3
Cc1ccc(CNC(=O)C(Cc2ccc([N+](=O)[O-])cc2)N2C(=O)c3ccccc3C2=O)cc1 (centres undefined)	-30
CCCn1nnnc1SCC(=O)N(C(C)C)C(C)C	-4
O=C1c2ccccc2C(=O)N1Cc1nc2ccccc2c(=O)n1CCCn1ccnc1	-2&6
COc1ccc(CCNC(=O)Cn2nc(-c3ccc(C)cc3)ccc2=O)cc1OC	3
COc1ccc(/C=N/n2cncn2)cc1COc1ccc(NC(C)=O)cc1	2
CN(C(=O)Cn1ncc2c(=O)oc3ccccc3c21)c1ccccc1	-92
COc1ccc(C2CC(=O)C3=C(C2)NC(C)=C(C(=O)OC2CCCC2)C3c2ccccc2F)cc1OC (centres undefined)	5
CS(=O)(=O)N1CCC(C(=O)c2cccc(Cl)c2)CC1	-2
COc1cc2c(cc1OC)C1=C(C#N)CCC(=O)N1CC2	1
CCOC(=O)c1cccc(NC(=O)CCNS(=O)(=O)c2ccc3c(c2)CCN3C(=O)CC)c1	-5
Cc1cccc(-c2noc(-c3cc(-c4ccccc4)nc4ccccc34)n2)c1	0
CCn1c(=O)c2cc(S(=O)(=O)NCc3ccccc3)ccc2n(CC)c1=O	4
COc1ccc2[nH]cc(CCNC(=O)C3CCCNC3=O)c2c1 (centres undefined)	-1
Cc1cc(Br)ccc1NC(=O)CCS(=O)(=O)c1ccc(Br)s1	-5
CCn1c(SCC(=O)N2CCN(c3ccccc3)CC2)nc2c(c1=O)SC(C)C2 (centres undefined)	-1&-11
O=S(=O)(NCc1ccc(F)cc1)c1ccc2c(c1)OCCO2	-2
O=C(CN1CCCC1)N1CCN(C(=O)c2ccccc2)C1	-10
CNC(=O)NC(=O)CSc1ncc(C(F)(F)F)cc1Cl	-3
O=C(C[n+]1ccc(CCSc2ccc(F)cc2)cc1)c1ccccc1	-129
CCOc1ccc(C=Cc2nc3ccccc3n2S(=O)(=O)c2ccc([N+](=O)[O-])cc2)cc1	11
Cn1c(=O)c2c(ncn2CCN2CCOCC2)n(C)c1=O	-8
CCn1nnnc1SCC(=O)NCc1ccco1	1
CCCCC(c1nnnn1CC1CCCO1)N1CCN(c2cc(Cl)ccc2C)CC1 (centres undefined)	2
CCOc1cc2[nH]c(=S)n(Cc3ccc(C)o3)c(=O)c2cc1OCC	-6&-22
COc1cc2c(cc1OC)C(COc1ccc(F)cc1)N(C(=O)c1ccccc1Br)CC2 (centres undefined)	-22

# Further results.
Structure	14-3-3 PPI
O=C(O)c1cc(C23CC4CC(CC(C4)C2)C3)n(-c2ccccc2)n1	-1
CCOc1ccccc1-n1cnc2cc(C(=O)NCCCOC)ccc21	-18
CCc1cc2c(=O)c(-c3ccc(Br)cc3)coc2cc1OC	5
C=CCSc1nc2c(c(=O)n(C)c(=O)n2C)n1Cc1cccc(C)c1	-1
O=C1C(=O)N(c2nccs2)C(c2cccc([N+](=O)[O-])c2)/C1=C(\O)c1ccc(Cl)cc1 (centres undefined)	-18
CCCCCCSc1nnc2c(n1)OC(C)Nc1ccccc1-2 (centres undefined)	44*
Cc1nnc(N2C(=O)C(O)=C(C(=O)c3ccco3)C2c2ccc(F)cc2)s1 (centres undefined)	-6
CCCOc1ccc(CSc2ncn[nH]2)cc1	-5

# These rows are one share of the data (hit frequency here may not be typical).
